Screening results from PubChem BioAssay.
GLS inhibitor: qHTS for Inhibitors of Glutaminase (GLS) | Glutaminase kidney isoform, mitochondrial (Homo sapiens), O94925 | GLS enzymatic activity, qHTS titration | Potency, µM (highest dose often 45.5 µM), for inactives: at the highest dose activity change, negative = inhibition, actives largely listed as inhibitors | actives 0.21% (n = 410,000); also: % is scaled to controls: 0 for no effect and ±100 for the full control effect
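Two-point fluorescence kinetic (t0, 30 min RT) for hKGA; glutamate detected via glutamate oxidase–HRP–Amplex Red. Substrate: 1 mM L-glutamine solution; buffer 45 mM KH2PO4, pH 8.2.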
HP1b binding inh: HTS for Inhibitors of HP1-beta Chromodomain Interactions with Methylated Histone Tails; AID 540317, 2011; AlphaScreen HP1-beta / biotin-H3K9me3 peptide binding; Potency, µM (highest dose often 114 µM), for the others: top-dose activity change, negative = inhibition, usual class: inhibitors; actives 0.56% (n = 390,000); Chromobox protein homolog 1 (Homo sapiens), P83916; also: nearly all actives have a fitted effect of over 70% in size; inactives centre near 23
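AlphaScreen: HP1-beta (50 nM) preformed 30 min with biotin-H3(1-18)K9me3 peptide (50 nM) in PBS pH 7.4, 0.01% Tween-20. Compound added for 30 min at RT, then streptavidin donor/nickel chelate acceptor beads (10 ug/mL) for 30 min.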
12-LOX inh: Primary qHTS assay for inhibitors of human arachidonate 12S-lipoxygenase (ALOX12): Round 2; AID 1671190, 2021; Polyunsaturated fatty acid lipoxygenase ALOX12 (Homo sapiens), P18054; actives 1.1% (n = 580,000); purified 12hLO, xylenol orange hydroperoxide absorbance; Potency, µM (highest dose often 108 µM), inactives show at the top dose activity change, negative = inhibition, actives largely listed as inhibitors; also: % is scaled to controls: 0 for no effect and ±100 for the full control effect
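Purified human 12hLO (150 nM final) in 25 mM Hepes, 0.01% Triton X-100, pH 7.0 was preincubated 15 min at room temperature with compound. Then 40 uM arachidonic acid was added, 30 min. Hydroperoxide was read by Fe-XO absorbance ratio 573/405 nm.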
JMJD2A Tudor inh: qHTS Assay for Inhibitors of JMJD2A-Tudor Domain; Lysine-specific demethylase 4A (Homo sapiens), O75164; AlphaScreen JMJD2A-Tudor / H3K4me3 peptide binding; Potency, µM (highest dose often 114 µM), inactives show top-dose activity change, negative = inhibition, hits mostly inhibitors; actives 4.4% (n = 390,000); also: % is scaled to controls: 0 for no effect and ±100 for the full control effect; nearly all actives have a fitted effect of over 50% in size
rTrxR1 inhibitor: qHTS Assay for Inhibitors of Mammalian Selenoprotein Thioredoxin Reductase 1 (TrxR1): qHTS; Thioredoxin reductase 1, cytoplasmic (Rattus norvegicus), O89049; recombinant rTrxR1, NADPH fluorescence consumption, selenite substrate; Potency, µM (doses to about 114 µM), for the others: at the highest dose activity change, negative = inhibition, actives largely listed as inhibitors; actives 1% (n = 390,000); also: % is scaled to controls: 0 for no effect and ±100 for the full control effect; nearly all actives have a fitted effect of over 65% in size
Target sequence (O89049 whole entry, looked up): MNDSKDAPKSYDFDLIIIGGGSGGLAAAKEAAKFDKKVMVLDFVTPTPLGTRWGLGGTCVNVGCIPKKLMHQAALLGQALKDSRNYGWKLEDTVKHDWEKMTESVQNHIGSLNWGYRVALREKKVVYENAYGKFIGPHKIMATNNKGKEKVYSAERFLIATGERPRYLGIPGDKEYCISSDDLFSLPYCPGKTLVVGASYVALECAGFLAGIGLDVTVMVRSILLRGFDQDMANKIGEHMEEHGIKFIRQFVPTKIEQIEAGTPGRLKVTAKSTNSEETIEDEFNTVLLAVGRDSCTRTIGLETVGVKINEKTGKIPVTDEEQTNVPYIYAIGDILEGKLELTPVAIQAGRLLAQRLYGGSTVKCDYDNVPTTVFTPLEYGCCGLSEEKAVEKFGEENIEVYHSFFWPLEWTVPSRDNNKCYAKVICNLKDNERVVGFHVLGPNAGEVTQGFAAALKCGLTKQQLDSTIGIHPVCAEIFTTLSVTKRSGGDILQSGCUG
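Rat TrxR1 (90 nM in the dispensed reagent) was pre-reduced with 400 uM NADPH for 5 min at room temperature, then incubated with compound for 15 min. After 400 uM selenite was added, NADPH fluorescence (Ex 340/Em 450 nm) was followed for 8 min.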
ERG-DNA inh: qHTS for Small Molecule Inhibitors of the ERG Ets/DNA interaction | Transcriptional regulator ERG (Homo sapiens), P11308 | fluorescence polarization, His-ERG Ets domain / labelled DNA | Potency, µM (doses to about 76.9 µM), without a hit: at the highest dose FP activity, negative = inhibition, most hits filed as inhibitors | actives 0.028% (n = 370,000); active = well fitted inhibition curve with a large enough effect in the polarisation, with a control signal flat; inconclusive = small, poorly fitted or top-dose-only effect, or effect the other way, or a change in a side signal; inactive = no such curve, though single readings can be large or run the other way; the % refers to the polarisation;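 also: polarization taken with two DNA probes labelled with fluorescein and Texas red; % of control where 0% means no effect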
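His-tagged ERG Ets domain (1 uM in the protein solution; 300mM KCl, 50mM Tris-HCl, 1mM EDTA, 1mM DTT, pH 7.5) received compound, then a probe mix of 5 nM fluorescein-DNA and 100nM Texas-615-DNA. Fluorescence polarization was read for both dyes.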
Tb PGK inh: qHTS Assay to Find Inhibitors of Phosphoglycerate Kinase; Phosphoglycerate kinase, glycosomal (Trypanosoma brucei brucei), P07378; PGK/GAPDH coupled, Kinase-Glo luminescence, 60 min; Potency, µM (titrated, usually from 57.5 µM), inactives show at the highest dose activity change, negative = inhibition, hits mostly inhibitors; actives 0.043% (n = 380,000); also: % is scaled to controls: 0 for no effect and ±100 for the full control effect; nearly all actives have a fitted effect of over 60% in size
Target sequence (P07378 whole entry, looked up): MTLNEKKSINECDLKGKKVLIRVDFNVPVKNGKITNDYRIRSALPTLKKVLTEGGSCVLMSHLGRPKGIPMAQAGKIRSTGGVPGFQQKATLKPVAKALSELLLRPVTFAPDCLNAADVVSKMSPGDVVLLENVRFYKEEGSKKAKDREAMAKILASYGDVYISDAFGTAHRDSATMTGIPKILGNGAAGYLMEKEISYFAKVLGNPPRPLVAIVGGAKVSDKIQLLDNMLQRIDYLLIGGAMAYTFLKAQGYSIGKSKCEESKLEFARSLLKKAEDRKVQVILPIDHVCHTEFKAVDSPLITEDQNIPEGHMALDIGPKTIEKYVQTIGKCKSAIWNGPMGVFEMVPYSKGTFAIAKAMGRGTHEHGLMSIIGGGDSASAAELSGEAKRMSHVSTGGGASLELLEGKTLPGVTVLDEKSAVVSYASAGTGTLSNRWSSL
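Luminescent ATP detection (Kinase-Glo Plus) follows a 60-minute room-temperature incubation, with wells lacking PGK as controls. Buffer: 100 mM TEA (pH 7.6), 5 mM MgCl2, 0.01% Tween-20. Coupling enzyme GAPDH (100 nM final) supplies unstable 1,3-BPG in-well.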
RGS4 inhibitor: Inhibitors of Regulator of G Protein Signaling (RGS) 4: qHTS; Regulator of G-protein signaling 4 (Homo sapiens), P49798; Potency, µM (doses to about 114 µM), for the others: at the top dose activity change, negative = inhibition, actives largely listed as inhibitors; AID 504845, 2011; actives 0.039% (n = 390,000); Transcreener GDP fluorescence polarization, RGS4-accelerated GTP hydrolysis; also: % is scaled to controls: 0 for no effect and ±100 for the full control effect; nearly all actives have a fitted effect of over 75% in size; some results filed as inactive show a strong effect at the top dose
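MLSMR compounds (23 nl, pin-transferred) preincubated 10 min at room temperature with a 500nM (2x) first reagent, then RGS4 at 900nM (2x) plus Transcreener GDP mix added; fluorescence polarization (620/688 nm) read before and after 90 min at 30 °C.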
Pin1 inh: qHTS Assay to Find Inhibitors of Pin1. Peptidyl-prolyl cis-trans isomerase NIMA-interacting 1 (Homo sapiens), Q13526. Pin1 FP peptide displacement, HiFluor488, 10 min. Potency, µM (top dose mostly 115 µM), without a hit: at the highest dose activity, negative = inhibition, usual class: inhibitors. actives 0.009% (n = 390,000). AID 504891, 2011; active = well fitted inhibition curve with a large enough effect in the polarisation, with a control signal flat, not every such curve was filed as active; inconclusive = small, poorly fitted or top-dose-only effect, or effect the other way, or a change in a side signal; inactive = no such curve, though single readings can be large or run the other way; the % refers to the polarisation; also: % is scaled to controls: 0 for no effect and ±100 for the full control effect
Target sequence (Q13526 whole entry, looked up): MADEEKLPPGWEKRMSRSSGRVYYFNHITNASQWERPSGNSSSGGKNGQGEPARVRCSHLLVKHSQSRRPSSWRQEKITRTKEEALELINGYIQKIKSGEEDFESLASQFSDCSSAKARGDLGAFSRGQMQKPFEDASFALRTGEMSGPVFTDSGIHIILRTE
* hit, by the source's call; i = inactive; ? = inconclusive; · = not tested or not shown; [ ] = remark or other dose. Unless noted, calls follow the shape of the dose curve; as a rule, active = well fitted curve in the direction sought with a large enough effect; inconclusive = small, poorly fitted or top-dose-only effect, or another doubt; inactive = no such curve, though single readings can be large; an effect the other way counts as inactive or inconclusive. Potency is read from the fitted curve at half-maximal effect.

Results follow in this order: GLS inhibitor	HP1b binding inh	12-LOX inh	JMJD2A Tudor inh	rTrxR1 inhibitor	ERG-DNA inh	Tb PGK inh	RGS4 inhibitor	Pin1 inh
> CN1CCN(C(=O)CSc2ccc(Cl)cc2)CC1
 : 13%	28%	3%	1%	8%[57.1 µM]	1%	8%	-3%	1%
> COc1cccc(-c2n[nH]c(=S)n2Cc2ccco2)c1OC
 : 1%	14%	-20%	7.9µM*	8%[57.1 µM]	7%	-8%	-17%	0%
> CC(=O)c1cccc(NC(=O)N2CCCC2C(=O)Nc2cc(C)ccc2C)c1 (configuration not stated)
 : 1%	12%	-12%	-15%	?	2%	-2%	3%	0%
> O=c1oc2ccccc2cc1C1=Nn2c(nnc2-c2cccnc2)SC1
 : 0%	44%[activator]	?	-32%	-2%	9%	-11%	-7%	?
> Nc1n[nH]c(C2CCCCC2)n1
 : 6%	37%	10%	-7%	12%	-8%	-3%	7%	1%
> O=C(NCc1n[nH]c(=S)n1-c1ccc([N+](=O)[O-])cc1)c1ccc(S(=O)(=O)N2CCOCC2)cc1
 : 3%	22%	?	56µM*	-30%	4%	7%	-15%	0%
> O=C(O)c1cccc(-n2cccc2C=C2C(=O)c3ccccc3C2=O)c1
 : -10%	-8%	?	?	2%[57.1 µM]	6%	-10%	-32%	1%
> C=CCC[C@@H](Cc1ccc(F)cc1)C(=O)OC[C@@H](Cc1c[nH]c2ccccc12)NC(=O)[C@@H](CC=C)CC(=O)N(CCO)Cc1ccccc1
 : -6%	15%	-12%	?	26%	6%	10%	-2%	?
> O=C(CSc1nc2ccccc2c(=O)n1-c1ccccc1)N1CCCc2ccccc21
 : -2%	8%	-11%	-7%	8%[57.1 µM]	5%	0%	-13%	0%
> CN(C)c1ccc(CNC(=O)c2cc3cc(S(=O)(=O)N4CCCCC4)ccc3n2C)cc1
 : 7%	-17%[57 µM]	-1%	?	6%[57.1 µM]	-2%	i	7%	6%
> O=C(c1ccco1)N1CCN(C(c2ccccc2)c2nnnn2Cc2cccs2)CC1 (configuration not stated)
 : 1%	9%	?	-27%	-21%	-11%	-4%	-6%	1%
> O=c1oc2ccc(C#CC3(O)CCCCC3)cc2cc1-n1cc(-c2ccccn2)nn1
 : 9%	43%[activator]	?	-39%	6%[57.1 µM]	-6%	3%	1%	1%
> Cc1[nH]c2ccccc2c1C(=O)CSCC(=O)O
 : -11%	48%[activator]	0%	-4%	?	-5%	-5%	16%	-1%
> CC(C)(C)OC(=O)C[C@H]1C/C=C\C[C@@H](CC(=O)NCCO)C(=O)NC[C@@H](c2ccccc2)OC1=O
 : 1%	32%	-3%	-5%	21%	-19%	i	-18%	0%
> O=C(NNC(=O)c1cccs1)c1ccco1
 : 5%	35%[activator]	2%	-4%	14%[57.1 µM]	2%	1%	0%	-3%

A different layout for six compounds above:
| compound | GLS inhibitor | HP1b binding inh | 12-LOX inh | JMJD2A Tudor inh | rTrxR1 inhibitor | ERG-DNA inh | Tb PGK inh | RGS4 inhibitor | Pin1 inh |
| --- | --- | --- | --- | --- | --- | --- | --- | --- | --- |
| C=CCC[C@@H](Cc1ccc(F)cc1)C(=O)OC[C@@H](Cc1c[nH]c2ccccc12)NC(=O)[C@@H](CC=C)CC(=O)N(CCO)Cc1ccccc1 | -6% | 15% | -12% | ? | 26% | 6% | 10% | -2% | ? |
| O=c1oc2ccc(C#CC3(O)CCCCC3)cc2cc1-n1cc(-c2ccccn2)nn1 | 9% | 43%[activator] | ? | -39% | 6%[57.1 µM] | -6% | 3% | 1% | 1% |
| O=c1oc2ccccc2cc1C1=Nn2c(nnc2-c2cccnc2)SC1 | 0% | 44%[activator] | ? | -32% | -2% | 9% | -11% | -7% | ? |
| O=C(CSc1nc2ccccc2c(=O)n1-c1ccccc1)N1CCCc2ccccc21 | -2% | 8% | -11% | -7% | 8%[57.1 µM] | 5% | 0% | -13% | 0% |
| COc1cccc(-c2n[nH]c(=S)n2Cc2ccco2)c1OC | 1% | 14% | -20% | 7.9µM* | 8%[57.1 µM] | 7% | -8% | -17% | 0% |
| CC(C)(C)OC(=O)C[C@H]1C/C=C\C[C@@H](CC(=O)NCCO)C(=O)NC[C@@H](c2ccccc2)OC1=O | 1% | 32% | -3% | -5% | 21% | -19% | i | -18% | 0% |

More results
Results follow in this order: GLS inhibitor	HP1b binding inh	12-LOX inh	JMJD2A Tudor inh	rTrxR1 inhibitor	ERG-DNA inh	Tb PGK inh	RGS4 inhibitor	Pin1 inh
> COc1ccc(C(=O)NC23CC4CC(CC(C4)C2)C3)cc1OC
 : -4%	27%	-3%	-16%	-2%	-2%	0%	21%	-1%
> CCOC(=O)c1scc(-c2ccccc2)c1S(=O)(=O)Nc1ccccc1OC
 : 10%	-20%	?	-24%	9%[57.1 µM]	2%	i	3%	1%
> CCc1sc(NC(=O)COC)nc1-c1ccccc1
 : -12%	-22%	22%	-10%	11%[57.1 µM]	5%	-3%	-26%	-3%
> O=C1NC(=Nc2ccccc2)S/C1=C\c1cccnc1
 : 12%	21%	0%	?	9%	6%	i	-6%	12%
> O=C(Nc1cccc(S(=O)(=O)NC2=NCCC2)c1)c1cc(Cl)ccc1[N+](=O)[O-]
 : 1%	16%	·	-12%	-9%	-1%	12%	19%	-13%
> COc1ccccc1CCN1CCCC(CN(C)C(=O)c2ccco2)C1 (configuration not stated)
 : -1%	40%[activator]	11%	-7%	8%	-3%	-2%	14%	0%
> CNc1ncc(C(=O)c2ccc(Br)cc2)s1
 : ?	20%	1%	-3%	2%	3%	-1%	6%	5%
> Cc1ccc(S(=O)(=O)N2CCCC(CCC(=O)NCc3ccccc3F)C2)s1 (configuration not stated)
 : 0%	32%	?	0%	0%	6%	2%	-13%	0%
> CC(=O)Nc1ccc(NC(=O)CCCCCn2nnc3ccccc3c2=O)cc1
 : 10%	54%[activator]	51%[activator]	-14%	4%	-8%	4%	8%[56.9 µM]	-1%
> Cc1ccc(-c2cnc(SCCNC(=O)c3ccco3)[nH]2)cc1
 : ?	0%	-7%	-21%	16%	12%	1%	1%	6%
> Cc1ccc2nc(-c3cc(NC(=O)/C=C/c4ccccc4)ccc3Cl)oc2c1
 : 0%	1%	-8%	-17%	26%	1%	-1%	?	57%[activator]
> CCOC(=O)NC(CC(=O)O)c1ccc(OC)c(OC)c1 (configuration not stated)
 : 13%	33%[activator]	-20%	-10%	10%	-1%	12%	46%	2%
> COc1ccccc1CNC(=O)Cn1ncn2c(cc3sccc32)c1=O
 : -5%	5%	-17%	-8%	22%	0%	-7%	-39%	2%
> CCN(CC(=O)Nc1cc(Cl)ccc1C)C(=O)CCS(=O)(=O)c1ccc(C)cc1
 : 2%	10%	-11%	-14%	-2%	3%	-2%	14%	-4%
> O=C(c1ccccc1)c1ccc(C(=O)N2CCN(c3ccc(O)cc3)CC2)cc1
 : 3%	-32%	?	?	19%	1%	-8%	-14%	-6%
> COC(=O)c1c(C)cc(C)n2c1nc1ccccc12
 : -2%	31%	?	-23%	12%[57.1 µM]	-1%	-8%	13%	-12%
> CSc1nnc(CCCCCNC(=O)OC(C)(C)C)o1
 : -14%	21%	0%	-17%	25%[57.1 µM]	-1%	-2%	-32%	0%
> O=C(CSc1nc2ccccc2s1)N/N=C/c1ccco1
 : 10%	26%	2%	-33%	-24%	-16%	13%	-9%	4%
> O=Cc1cn(-c2ccccc2)nc1-c1ccncc1
 : 9%	63%[activator]	?	-6%	20%	6%	-10%	-6%	-8%
> CSCCC(NS(=O)(=O)c1ccc(Cl)cc1)C(=O)N1CCN(c2ccccc2)CC1 (configuration not stated)
 : 10%	12%	181%[activator]	-14%	11%	5%[15.4 µM]	i	-31%	-2%
> CC(C)=CCC/C(C)=C/CNC(=O)C[C@H]1C[C@H](C(=O)N2CCOCC2)[C@@]2(C)c3[nH]c4cc(CCC(=O)N(C)C)ccc4c3CCN2C1=O
 : 22%	1%	-9%	-28%	-14%	-2%	4%	5%	2%
> CN(C1=C(N2CCCCC2)C(=O)c2ccccc2C1=O)c1ccccc1
 : 0%	?	0%	4µM*	?	·	-8%	13%	-1%
> Cc1csc(SCC(=O)Nc2nc(-c3ccccc3)cs2)n1
 : -1%	35%	87%	-11%	-7%[57.1 µM]	-2%	-1%	-11%	2%
> COc1ccccc1NC(=O)CSc1nnc2c3ccccc3n(C)c2n1
 : 2%	10%	3%	-5%	28%[57.1 µM]	-1%	0%	1%	0%
> Cc1nnc(C)n1/N=C/C=C/c1ccccc1
 : 2%	6%	-4%	-14%	-4%[57.1 µM]	-3%	0%	-37%	1%
> COCc1ccc([C@@H]2C[C@H]3CN(Cc4cccc(Cl)c4)C(=O)[C@]34CCCN24)o1
 : -2%	43%[activator]	24%	-16%	-5%	-4%	-2%	11%	6%

The list is partial; count on the stated rates, not on these rows.
